HCV NS3 hel inh = inhibitors of HCV NS3 helicase, primary screen, biochemical, Cy5 molecular beacon fluorescence | AID 1800, 2009 | inhibition, % at 10.9 µM | Hepatitis C virus NS3 helicase | hit rate 0.56% among 290,000 | NS3 helicase DNA unwinding;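 active = inhibition above the mean of all tested compounds plus 3 SD, set per campaign, cut at about 35% in these data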;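 note: 0% = DMSO wells and 100% = thioflavine S control wells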
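System: NS3 helicase fragment of HCV / Schedule: 1 h at 25 °C / Control set: DMSO alone as 0% and 110 µM thioflavine S as 100% / Reagent: Cy5/quencher beacon DNA duplex and ATP to start / Technique: Cy5 fluorescence / Replication: singlicate / Evaluation: % inhibition of end-to-start signal ratio versus controls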
PfM18AAP inh = PfM18AAP inhibitors, malaria aminopeptidase, primary screen, biochemical, QFRET, recombinant enzyme; AID 1822, 2009; H-Glu-NHMec fluorogenic cleavage; M18 aspartyl aminopeptidase (Plasmodium falciparum 3D7); hit rate 1.2% among 290,000; inhibition, % at 7.35 µM;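 active = inhibition above the campaign mean inhibition over all tested compounds plus 3 SD, cut at about 28% in these data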;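 note: 0% = plate median of test compound wells and 100% = 2 mM ZnCl2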
FID counter = compounds displacing fluorescent DNA intercalator, primary screen, artefact control for HCV NS3 helicase inhibitor project, biochemical, FID fluorescence | hit rate 0.17% among 290,000 | AID 1845, 2009 | DNA fluorescent intercalator displacement | inhibition, % at 7.9 µM; in the data active = inhibition above about 37%;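 note: 0% = vehicle and 100% = reference compound; higher means more ethidium bromide displaced from hairpin DNA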
pCIP destab = p/CIP-EGFP fusion destabilizers, primary screen, fluorescence, F442A cells. 16 h. decrease of EGFP signal, % at 10 µM. hit rate 0.01% among 290,000;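 active = EGFP signal decrease of at least 30% at 10 µM or well 3 SD below plate mean, unless failing retest; inactive = the rest, including hits failing retest or dose response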; note: some compounds called inactive have numbers as strong as hits; many of its hits are not listed in these tables
SUMO HTRF inh = inhibitors of in vitro SUMOylation cascade, primary screen, biochemical, HTRF, uHTS. SUMO-conjugating enzyme UBC9 (Homo sapiens), P63279. HTRF SUMOylation assay, SAE1/SAE2 + UBC9. inhibition, % at 35 µM. hit rate 0.36% among 290,000; in the data active = inhibition above about 50%, passing the limit was not always enough; note: strong numbers were not always called active
VIM-2 inh = VIM-2 metallo-beta-lactamase inhibitors, primary screen, biochemical, epi-absorbance readout, Pseudomonas aeruginosa enzyme; purified VIM-2, nitrocefin hydrolysis, epi-absorbance fluorescence; inhibition, % at 5.6 µM; hit rate 0.89% among 290,000; AID 1527, 2009;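 active = inhibition above the mean of all tested compounds plus 3 SD, cutoff set per screening run, cut at about 7.5% in these data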;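 note: red hydrolysis product quenches plate fluorescence so inhibitors raise well fluorescence; 0% = enzyme with DMSO and 100% = DMSO without enzyme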
IDE act = human IDE activators in live cells, primary screen, fluorescence polarization, HEK cells, FAbeta-B substrate | activation, % at 5.96 µM | hit rate 0.073% among 340,000 | FAbeta-B cleavage; 0% vehicle, 100% cell-free pure enzyme wells | Insulin-degrading enzyme (Homo sapiens), P14735;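 active = activation above the mean of all tested compounds plus 3 SD, set per screening campaign, cut at about 17% in these data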
IDE inh = human IDE inhibitors in live cells, primary screen, fluorescence polarization, HEK cells, FAbetaB substrate. inhibition, % at 5.59 µM. hit rate 0.41% among 320,000. AID 434962, 2010. FAbetaB cleavage;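 active = percent inhibition above the average of all tested compounds plus 3 SD, set per screening campaign, cut at about 16% in these data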;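 note: IDE supplied by intact live HEK cells; FP after avidin binding of uncleaved biotin substrate so inhibition keeps polarization high; 0% = DMSO wells and 100% = 60 µM reference IDE inhibitor Ii1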
IMP-1 inhibitor = IMP-1 metallo-beta-lactamase inhibitors, primary screen, biochemical, epi-absorbance readout, Pseudomonas aeruginosa enzyme; hit rate 0.45% among 290,000; AID 1556, 2009; inhibition, % at 5.6 µM; purified IMP-1, nitrocefin hydrolysis, epi-absorbance fluorescence;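 active = inhibition above the mean plus 3 SD of all compounds in the same screening run, cut at about 4.5% in these data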;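 note: 0% = IMP-1 with DMSO and 100% = DMSO wells lacking enzyme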
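System: purified IMP-1 / Input: IMP-1 dispensed at 0.2 nM / Medium: 50 mM HEPES pH 7.1, 50 µM ZnSO4, 0.05% Brij 35 / Timing: 15 min enzyme–compound preincubation, then 25 min nitrocefin reaction, 25 °C / Technique: plate fluorescence quenching by hydrolysis product, ex 480/em 530 nm / Repeats: singlicate testing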
An asterisk follows results filed as active; x = not tested or not shown. Not a hit list; about 3.6% have a hit in one of these screens.

SMILES	HCV NS3 hel inh	PfM18AAP inh	FID counter	pCIP destab	SUMO HTRF inh	VIM-2 inh	IDE act	IDE inh	IMP-1 inhibitor
COc1ccccc1NS(=O)(=O)c1ccc2c(c1)OCCO2	-4	6	-14	-30	13	-2.6	-4	x	-1.3
CC(C)CC(NC(=O)C(NC(=O)OC(C)(C)C)C(C)C)C(=O)NC(CCC(=O)OCc1ccccc1)C(N)=O (stereo not given)	5	2	-15	8	-4	-4.1	1	-1	-2.2
CC(OC(=O)CNC(=O)C12CC3CC(CC(C3)C1)C2)C(=O)Nc1ccc(N2CCOCC2)cc1 (stereo not given)	5	2	-38	1	18	-1.7	-1	1	-3.6
N#Cc1ccccc1CSC1=NCCS1	1	-11	-2	-2	4	-1.3	-2	1	0.3
Cc1ccc(NC(=O)N2CCC(c3nc4c(nnn4Cc4c(F)cccc4Cl)c(=O)[nH]3)CC2)cc1	-2	-1	-22	-7	12	-1.7	-3	3	-3.0
Cc1ccc(N(CC(=O)NCCc2ccc(Cl)cc2)S(=O)(=O)c2c(C)noc2C)cc1	3	-3	-32	2	6	-0.6	2	-2	-0.8
Cc1ccc(C2=CSC3=NS(=O)(=O)CCN23)cc1	12	-12	5	0	4	4.0	1	2	-2.9
CC(C)c1ccc(NC(=O)c2ccc(Br)o2)cc1	0	4	-8	-5	-11	-1.1	-2	3	-2.5
CCc1ccccc1NC(=O)Cn1c(=O)n(-c2ccc(CC(=O)NCC3CCCO3)cc2)c(=O)c2ccccc21 (stereo not given)	-4	6	5	7	3	-2.1	9	0	-3.4
CCn1c(SCC(=O)NCC2CCCO2)nc2c([nH]c3ccccc32)c1=O (stereo not given)	0	1	-19	7	6	1.3	5	2	0.3
CCN(CCCNC(=O)CCNC(=O)Cn1cnc2ccccc2c1=O)c1cccc(C)c1	-6	53*	-15	-7	6	-0.8	-5	11	3.5
COc1ccccc1Nc1ncc(-c2cccs2)s1	2	7	-2	1	26	-1.5	3	-6	-1.1
Cc1nn(-c2ccc(F)cc2)c2sc(C(=O)OCC(=O)N3CCC(C)CC3)cc12	16	2	5	-9	-1	-5.7	2	-5	-3.2
O=S(=O)(NC(=S)c1ccccc1)c1ccc(Cl)cc1	6	-2	-8	-10	14	-2.3	1	-2	-4.7
CC(=O)c1cccc(NS(=O)(=O)c2ccc(N/C=C\C(=O)c3ccc(C)cc3)cc2)c1	7	1	-7	-13	4	-0.7	-1	5	-2.7
CC(=O)N1c2ccccc2NC2=C(C(=O)CCC2)C1c1cccnc1 (stereo not given)	4	-9	-5	-10	22	-2.4	1	2	-3.3
O=C(Cc1ccccc1)c1c[nH]c(C(=O)NCCCn2ccnc2)c1	4	-8	4	6	-8	-0.1	x	3	-2.0
NNC(=O)c1cc(-c2ccco2)[nH]n1	11	17	1	-5	2	-2.3	-5	-5	-3.5
C/C=C/c1ccc(OC)c(OC(C)=O)c1	3	3	2	-2	8	-6.2	0	5	-2.4
CCCc1nc(SCC(=O)NNC(=O)C2CCCCC2)c2ccccc2n1	1	-1	-1	-8	36	-3.7	-2	-4	-2.2
CCOC(=O)c1[nH]c2ccc(OC)cc2c1NC(=O)OC	1	-10	3	2	24	2.2	-3	1	0.2
CC1(C)Cc2c(sc3nc(C4CCCCC4)n(N)c(=O)c23)CO1	11	-2	-6	-15	-1	-2.3	4	-3	-1.8
CCOC(=O)C1CCCN(C(=O)c2ccc(CNc3c(N4CCC(C)CC4)c(=O)c3=O)cc2)C1 (stereo not given)	1	-1	-35	-3	-8	-1.1	4	-1	-1.4
O=C(N/N=C/c1cn(Cc2ccccc2)c2ccccc12)c1cccnc1	-5	6	-13	-14	20	-4.1	1	0	-2.9
CC(C)Cc1ccc(/C=C/C(=O)NC2CC2)cc1	2	3	-18	-13	18	0.6	2	11	-4.0
COC(=O)c1sc(NC(=O)COc2ccccc2OC)nc1C	1	7	-14	-3	-12	-5.9	0	3	-3.5
COc1ccc(-n2c(SCc3ccccn3)nc3c(c2=O)SCC3)cc1OC	2	-7	-18	-6	9	-1.9	6	-2	-2.9
CCOC(=O)CSC1=NC(=O)/C(=C\c2ccc(OC(C)=O)cc2)S1	0	-6	-3	8	-9	-2.7	-9	8	-1.7
CCn1c(-c2ccc(F)cc2)n[nH]c1=S	2	4	-1	4	12	-0.8	-3	3	-3.9
COCCN(C(=O)c1csnn1)C(C(=O)NC1CCCCC1)c1ccc(Cl)cc1 (stereo not given)	-5	0	-38	-9	0	-2.8	-5	3	-3.0
Cc1cccc(NC(=O)c2cc(Cl)sc2Cl)c1C	-4	-1	-1	-12	7	-0.7	9	1	-4.4
CCOc1ccc(NC(=O)c2cc(S(=O)(=O)N3CCCCC3)c[nH]2)cc1	9	-11	-33	-17	19	0.4	8	0	1.6
O=C(O/N=C/C1=C(Cl)c2ccccc2CC1)c1ccc(F)cc1	9	5	-1	-2	7	-2.2	3	0	0.9
CNS(=O)(=O)c1cc(N(C)S(=O)(=O)c2ccc(C)cc2)c(C)cc1C	1	1	-17	6	7	-3.0	1	2	-3.0
COc1ccc(S(=O)(=O)N(C)C)cc1NC(=O)CSc1nncs1	-9	2	-5	15	29	-0.6	-6	6	-2.7
Cc1ccc(-n2[nH]c3c4c(ccc3c2=O)C(=O)c2ccccc2C4=O)cc1	10	-7	-3	11	-23	-2.5	1	11	-3.7
CCc1ccc(Nc2nc(N)nc(CSc3nnnn3-c3ccccc3)n2)cc1	-83	-2	-10	-2	9	-7.8	5	-2	-5.3
COc1cccc(Nc2nc(-c3sc(NC(=O)c4ccco4)nc3C)cs2)c1	4	5	1	0	3	-1.3	2	1	-1.8
COc1ccc(-c2occ(C(=O)O)c2C(=O)O)cc1	11	2	3	-14	11	10*	-4	3	26*
O=C(N/C(=C/c1ccc(Cl)cc1)c1nc2ccccc2[nH]1)c1ccco1	8	5	0	7	-2	-0.2	-1	-1	0.8

Random excerpt: 3 compounds from above
SMILES	HCV NS3 hel inh	PfM18AAP inh	FID counter	pCIP destab	SUMO HTRF inh	VIM-2 inh	IDE act	IDE inh	IMP-1 inhibitor
CCn1c(SCC(=O)NCC2CCCO2)nc2c([nH]c3ccccc32)c1=O (stereo not given)	0	1	-19	7	6	1.3	5	2	0.3
Cc1nn(-c2ccc(F)cc2)c2sc(C(=O)OCC(=O)N3CCC(C)CC3)cc12	16	2	5	-9	-1	-5.7	2	-5	-3.2
COCCN(C(=O)c1csnn1)C(C(=O)NC1CCCCC1)c1ccc(Cl)cc1 (stereo not given)	-5	0	-38	-9	0	-2.8	-5	3	-3.0

New compounds follow
SMILES	HCV NS3 hel inh	PfM18AAP inh	FID counter	pCIP destab	SUMO HTRF inh	VIM-2 inh	IDE act	IDE inh	IMP-1 inhibitor
CCOC(=O)c1ccccc1NC1OC(=O)c2ccccc21 (stereo not given)	-1	-7	1	-5	12	-0.1	5	-7	-1.4
N#Cc1cnc2c(-c3ccccc3)c(-c3ccccc3)nn2c1N	-11	-1	-1	-6	44	-2.2	1	-1	-1.2
CSCCC(NS(=O)(=O)c1ccc2c(c1)oc(=O)n2C)C(=O)NC1CCN(Cc2ccccc2)CC1 (stereo not given)	6	1	13	-14	6	0.7	-4	-2	-2.4
CC(C)CC(=O)Nc1ccc(OCC(=O)O)cc1	-4	2	1	-4	7	-3.9	2	0	-1.5
COc1ccc(OC)c(CNC(=O)CCC(=O)N2Cc3cccc(OC)c3Oc3ncccc32)c1	7	5	-43	-1	7	-0.8	9	0	-3.6
C=CCNC(=S)N1CCN(CCN=CC2=C(O)CC(c3cccs3)CC2=O)CC1 (stereo not given)	3	-16	-12	5	-1	1.7	4	10	-0.3
CC(C)(C)[C@@H]1C=C(C(=O)N2CCN(Cc3ccccc3)CC2)O[C@H](OCc2ccc(CO)cc2)C1	-1	-8	-33	-5	17	1.7	-1	5	-0.6
CCc1ccc(C(CC(=O)O)N2Cc3ccccc3C2=O)cc1 (stereo not given)	6	-5	-35	3	15	3.8	3	7	-4.1
CCC(=O)Nc1nc2nc(-c3ccccc3)cc(=O)n2[nH]1	2	-1	1	-8	-6	-2.4	6	0	-8.5
Nc1nc(Cn2nnc(-c3ccccc3Cl)n2)nc(N2CCOCC2)n1	1	7	-18	-10	8	-3.0	-6	-1	-3.1
COc1ccc(/C=N/Nc2nnc(-c3ccccc3)c(=O)[nH]2)cc1	-6	11	-9	-1	19	-2.3	1	-2	-5.8
Cc1ccc(NC(=O)COC(=O)CCC(=O)c2cccs2)cc1	-4	1	-15	-2	-18	-1.7	3	3	-3.1
CN(/N=C/c1cccnc1)C1=NS(=O)(=O)c2ccccc21	1	-7	0	2	13	5.4	-5	4	-2.7
COc1cc(C(=O)NC(C)Cc2cccs2)cc(OC)c1OC (stereo not given)	-17	-3	-8	10	4	-0.3	4	1	-1.9
O=C(OC(C(=O)Nc1ccc(Cl)cc1C(F)(F)F)c1ccccc1)c1c(Cl)cccc1Cl (stereo not given)	-6	2	-13	-7	-2	-2.5	3	0	-1.7
CCOc1ccccc1NC(=O)C1CCC(CNc2c(N3CCCCC3)c(=O)c2=O)CC1 (stereo not given)	4	1	-24	1	-8	-0.6	3	6	-1.7
O=C(N/N=C1\CCc2ccccc21)c1ccccc1Cl	-4	-1	-5	1	-2	-3.5	6	4	-5.4
CCCC(=O)Nc1nc2ccc(OCC)cc2s1	0	0	-4	-5	4	-7.4	6	-4	-1.4
O=C(CN1CCN(S(=O)(=O)c2ccc(Br)cc2)CC1)Nc1ccccc1C(=O)c1ccccc1	-9	-13	-4	-5	-17	-1.7	3	-4	-2.3
COC(=O)c1[nH]c2ccccc2c1NC(=O)Oc1ccccc1	0	10	4	-8	-8	-0.5	3	-3	-1.5
CCCCCOC(=O)C(C)Sc1n[nH]c(=O)[nH]c1=O (stereo not given)	-5	0	0	-15	19	-0.6	0	4	-0.3
CC(=O)Nc1ccc(C(=O)Nc2cccc(-c3cnc4ccccc4n3)c2)cc1	4	-9	5	1	20	-5.8	-3	x	-3.2
O=C(Cn1[nH]c(=O)c2ccccc2c1=O)NC1CCN(Cc2ccccc2)CC1	2	3	0	-3	10	20*	4	-2	-2.6
COc1cc2c(cc1OC)CN(C(=O)c1ccc(S(=O)(=O)N3CCCC3)cc1)CC2	6	4	-32	-8	2	-3.3	3	6	-2.4
CC1CN(c2nnnn2-c2ccccc2)CC(C)O1 (stereo not given)	2	-1	0	-8	8	0.0	7	4	-1.1
CCOCCCNC(=O)C(NC(=O)c1ccc2c(c1)OCO2)c1ccc(OC)cc1 (stereo not given)	2	-1	-14	4	-16	-3.8	-3	2	-1.1
